NR2E3 ag-1: agonists of human NR2E3 nuclear receptor; Q9Y5X4; CHO-S Gal4-NCOR/VP16-NR2E3 two-hybrid, luciferase; inhibition of corepressor binding, % at 3.98 µM; 0.35% of 360,000 active; AID 602229;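 active = inhibition above the mean of all tested compounds plus 3 SD, cut at about 70% in these data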;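 note: 0% = DMSO with NR2E3 transfected cells and 100% = cells lacking NR2E3 construct; higher means lower luciferase signal from less NR2E3 corepressor binding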
Target sequence (Q9Y5X4 whole entry, looked up, the tested form may be a part): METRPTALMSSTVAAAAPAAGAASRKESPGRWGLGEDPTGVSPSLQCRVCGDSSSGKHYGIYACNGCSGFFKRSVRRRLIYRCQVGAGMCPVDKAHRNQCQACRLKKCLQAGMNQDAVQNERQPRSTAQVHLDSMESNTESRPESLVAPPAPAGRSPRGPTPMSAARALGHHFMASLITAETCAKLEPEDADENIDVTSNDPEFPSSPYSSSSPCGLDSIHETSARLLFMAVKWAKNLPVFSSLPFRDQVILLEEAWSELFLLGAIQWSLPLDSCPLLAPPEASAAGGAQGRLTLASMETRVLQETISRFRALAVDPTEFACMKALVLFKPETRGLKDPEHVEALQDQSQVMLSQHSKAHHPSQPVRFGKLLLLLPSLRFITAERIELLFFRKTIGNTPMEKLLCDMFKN
CaV13 ICDI inh: Disruptors of the CACNA1D IQ motif to Ca2+-dependent inactivation inhibitor domain association, primary screening, Förster resonance energy transfer in intact living …. HEK cells, CFP/YFP FRET ICDI-IQ, plate reader, 10 min; percent FRET-ratio fall versus neutral wells. inhibition, % at 12.3 µM. 0.098% of 340,000 active;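 active = mean replicate inhibition of at least 30% and at least 1% of replicates passing that level; inconclusive = only one of the two criteria is met; inactive = neither criterion is met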;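 note: 0% = median of the neutral control wells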
TRPM1 prom inh: inhibitors of MITF-driven TRPM1 promoter in melanoma cells | inhibition, % at 12.5 µM | AID 488899 | SK-MEL-5 TRPM1 promoter luciferase, 24 h | 0.83% of 330,000 active;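 active = mean inhibition across replicates of 60% or more, whatever share of single replicates reaches that level; inconclusive = some that reach 60%, reason not given; inactive = mean inhibition across replicates below 60%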; note: values of inactives mirror those of a sister screen read the other way
Shn3 inh set2: reduces Shn3 3'UTR luciferase signal in osteoblasts; AID 588674; inhibition, % at 12.5 µM; 0.52% of 360,000 active; Clone20 osteoblast Shn3 3'UTR firefly luciferase, 24 h;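 active = mean inhibition of at least 75% with every replicate also reaching 75%; inconclusive = mean inhibition at least 75% but some replicate below; inactive = mean inhibition below 75%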;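 note: 0% = median of neutral control wells and 100% = pilot-screen positive control compound; some compounds past the cut are filed as inactive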
NR2E3 ag-2: activates human photoreceptor nuclear receptor NR2E3 | Q9Y5X4 | GST-NR2E3/biotin-RetCOR TR-FRET, 1536-well | inhibition of corepressor binding, % at 4.78 µM | 0.12% of 320,000 active | AID 2300;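 active = percent inhibition above the cutoff of mean plus 3 SD of all tested compounds, set per screening campaign, cut at about 20% in these data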;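 note: 0% = DMSO wells and 100% = biotin wells as full block of FRET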
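system = GST-tagged NR2E3 plus biotinylated RetCOR corepressor | input = 1.35 nM GST-NR2E3 | also added = 7 nM biotin-RetCOR | schedule = 5 h incubation at 4 °C | measured by = TR-FRET with europium anti-GST and streptavidin-D2, 340 nm excitation | read-out = percent loss of FRET ratio relative to control wells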
Vif imaging: HIV Vif inhibition. HEK293T cells, Vif self-association by quenched fluorescence, imaging, 24 h. inhibition, % at 7.49 µM. 0.35% of 340,000 active. AID 602346; in the data active = inhibition above about 50%, passing the limit was not always enough; inconclusive = no clear call, values can overlap the other calls; inactive = below about 31%; note: some results filed as inactive read as strong as hits
PDI inh: blocks human protein disulfide isomerase activity | inhibition, % at 10 µM | PDI insulin aggregation turbidity, A650, 90 min | 0.052% of 350,000 active | P07237;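 active = mean inhibition across replicates of 30% or more, whatever share of single replicates reach that level; inconclusive = mean inhibition below 30% while every single replicate reaches 30%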;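 note: absorbance from insulin aggregation driven by PDI reduction with DTT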
Target sequence (P07237 whole entry, looked up): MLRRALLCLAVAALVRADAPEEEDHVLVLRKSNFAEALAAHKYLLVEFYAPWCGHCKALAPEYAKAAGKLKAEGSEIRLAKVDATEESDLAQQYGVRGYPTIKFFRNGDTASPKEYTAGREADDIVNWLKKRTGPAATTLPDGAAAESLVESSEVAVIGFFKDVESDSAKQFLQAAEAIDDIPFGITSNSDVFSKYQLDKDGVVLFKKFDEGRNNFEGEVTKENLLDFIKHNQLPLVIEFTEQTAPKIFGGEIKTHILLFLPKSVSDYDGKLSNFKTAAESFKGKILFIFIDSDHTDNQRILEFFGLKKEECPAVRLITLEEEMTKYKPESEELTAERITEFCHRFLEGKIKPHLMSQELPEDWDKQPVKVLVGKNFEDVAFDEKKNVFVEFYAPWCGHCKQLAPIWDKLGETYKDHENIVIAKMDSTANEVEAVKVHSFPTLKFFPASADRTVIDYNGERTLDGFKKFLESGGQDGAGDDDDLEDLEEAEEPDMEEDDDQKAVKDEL
KKLEB cytotox: CF airway cell cytotoxicity counter-screen. KKLEB CF airway cells viability, ATPlite luminescence, overnight; stronger effect = lower value; cells stimulated with P. aeruginosa culture filtrate. activity change (cytotoxicity), % at 5 µM. 0.36% of 360,000 active. AID 602141;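 active = corrected activity change at or below -50% at 5 µM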
HIF-2a inh: HIF-2a inhibition; inhibition, % at 18.8 µM; AID 624352; 786-0 RCC cells HIF-2a reporter, luciferase luminescence, overnight; 0.72% of 360,000 active;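 active = inhibition of the luminescence signal of 40% or more relative to plate controls, in a single-dose primary screen at 18.75 µM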
Peg3 promoter: reduces Peg3 promoter-driven luciferase expression in HeLa | inhibition, % at 20 µM | HeLa PEG-Prom luciferase reporter, luminescence, overnight | AID 588405 | 1.7% of 360,000 active;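 active = inhibition of at least 50% at 20 µM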
CF NFkB block: blocks PAF-induced NF-kB reporter in cystic fibrosis cells | KKLEB NF-kB-GFP reporter, GFP fluorescence overnight | 0.86% of 360,000 active | inhibition, % at 5 µM;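 active = at least 50% inhibition at 5 µM, scaled per plate between neutral and stimulator controls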;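 note: PAF is a Pseudomonas aeruginosa culture filtrate used as stimulus; plate controls were PAF-stimulated DMSO wells for no effect and unstimulated DMSO wells for full effect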
* marks the source's active call; other numbers are inactive results; i = inactive; ? = inconclusive; nt = no result given.

SMILES	NR2E3 ag-1	CaV13 ICDI inh	TRPM1 prom inh	Shn3 inh set2	NR2E3 ag-2	Vif imaging	PDI inh	KKLEB cytotox	HIF-2a inh	Peg3 promoter	CF NFkB block
CC(=O)N1CCc2cc(S(=O)(=O)Nc3ccc(C)cc3)ccc21	-34	-14	3	25	-2	1	-1	3	16	2	7
O=C(Nc1nc2nc(-c3ccccc3)cc(=O)n2[nH]1)c1ccccc1	-13	nt	-9	-5	-4	-5	22	-2	9	-5	9
Cc1csc(NC(=O)c2cccs2)n1	-38	nt	-59	-34	2	4	-5	-3	-189	-163	-10
CCCCn1c(-c2ccc(Br)cc2F)nc2c1c(=O)[nH]c(=O)n2CC(C)C	-7	-7	7	12	3	-6	-3	-6	23	32	19
O=C(Nc1cccc(S(=O)(=O)N2CCCCC2)c1)C1COc2ccccc2O1 (configuration not stated)	6	-6	-20	-3	nt	-1	1	12	-113	-64	-3
Cc1ccc(C)c2c3c([nH]c12)-c1nonc1CC3	-7	nt	3	4	-2	-6	7	2	12	-12	-27
CC1CCCN(C(=O)Cn2nnc(-c3ccc(N(C)C)cc3)n2)C1 (configuration not stated)	-22	nt	1	-16	-1	-5	0	-5	-4	-22	-1
Cc1ccccc1C(=O)NC(=S)NC1CC1	-13	-19	-15	-40	-1	-16	3	1	-44	-33	0
COc1ccc2cc(C(c3nnnn3CC3CCCO3)N3CCOCC3)c(=O)[nH]c2c1 (configuration not stated)	6	-5	6	-2	0	23	-2	0	10	25	-8
NS(=O)(=O)c1ccc(CNC(=O)/C=C/c2ccc(S(=O)(=O)N3CCOCC3)cc2)cc1	9	-7	-12	-2	1	-13	2	8	10	0	3
CC1CN(S(=O)(=O)c2ccc(CN3C(=O)c4cccnc4C3=O)s2)c2ccccc2O1 (configuration not stated)	-28	-2	30	-18	0	24	-8	-8	15	-4	-10
COc1cc(/C=C/C(=O)O)cc(S(=O)(=O)Nc2cc(S(=O)(=O)N3CCCCC3)ccc2Cl)c1OC	-3	-10	nt	4	nt	nt	-1	-2	5	20	1
CCOC(=O)C1CCN(C(=O)c2ccc(C)c(S(=O)(=O)N3CCCC3)c2)CC1	-11	-5	-8	10	3	5	0	-1	-35	-52	20
O=C(Cc1n[nH]c(=O)[nH]c1=O)N/N=C/c1ccccc1	-5	-10	0	2	3	-7	3	3	3	2	-3
CSc1cccc(NC(=O)/C=C/c2ccco2)c1	-45	-7	-42	-17	4	-2	1	-1	-181	-221	-27
C=CCc1ccccc1OCC(O)CN1CCN(CCO)CC1 (configuration not stated)	-20	-5	2	-14	3	-10	2	3	6	-8	-8
Cc1cccc(NC(=O)c2ccc(N3CCCCC3)c([N+](=O)[O-])c2)n1	-157	-8	-84	-25	0	-16	-2	2	-328	-239	-4
CCOC(=O)Cn1nnc2c(sc3nc4c(c(-c5ccc(Cl)cc5)c32)CCC4)c1=O	-9	-4	8	36	2	-1	4	-8	9	-4	11
C/C(=N\NC(=O)c1ccoc1C)c1ccccc1O	-162	-2	-22	10	2	7	-1	1	-217	-140	-4
O=C(COC(=O)c1cnccn1)c1ccc(OC(=O)c2ccccc2)cc1	-3	-5	-10	-18	0	-2	-2	-10	-2	-34	3
Cc1ccc(S(=O)(=O)NCc2ccccc2)cc1C(=O)N1CCN(S(=O)(=O)c2ccccc2F)CC1	-12	-9	nt	-13	nt	nt	-8	-8	3	10	-7
O=c1ccc(-c2ccccc2)nn1Cc1ccc(Cl)cc1	26	-2	-5	5	5	-2	-3	-8	1	26	20
CCC(Sc1nc2c(cnn2-c2ccc(Cl)cc2)c(=O)[nH]1)C(=O)OC (configuration not stated)	-42	-6	nt	8	4	?	nt	6	-2	9	-8
O=[N+]([O-])c1ccc(N/N=C/c2c[nH]c3ccccc23)c(S(=O)(=O)Nc2ccc(Cl)cc2)c1	-16	-11	-2	1	2	i	-2	-11	-98	20	-10
CCC(=O)Nc1ccc(NC(=O)c2cccc3c(Br)cccc23)cc1	-7	-5	-6	6	-5	-6	-2	-1	19	-5	6
Cc1cccc(CCN2CCN=C2Nc2ccccc2)c1	0	-5	-10	10	2	-1	2	-6	5	-6	-18
Cc1cc(C)cc(NC(=O)Nc2ccc3c(c2)N(C)C(=O)CS3)c1	-11	16	-3	2	4	2	1	1	-49	25	24
Cc1cccc(OCC(=O)Nc2ccc3c(c2)C(=O)NC3=O)c1	6	-5	2	-16	-3	-7	0	5	-11	-11	2
COc1ccc(/C=N/NC(=O)c2ccc(=O)n(C)c2)cc1OC	9	7	-9	-6	5	-1	-5	5	9	0	-24
Cc1cc(C)cc(NC(=O)C2C3C=CC4(O3)C2C(=O)N(CCN2CCCCC2)C4C(=O)NC2CCCCC2)c1 (configuration not stated)	-30	-2	7	-4	-2	26	-1	-2	10	-4	-4
CC1(c2ccccc2Cl)NC(=O)N(CC(=O)N2CCc3ccccc3C2)C1=O (configuration not stated)	-22	-6	-2	10	nt	-9	1	-4	7	-3	10
CCOc1ccc(S(=O)(=O)N2CCN(CN3C(=O)CC4(CCCC4)C3=O)CC2)cc1	8	-3	-6	-9	4	0	10	17	1	18	-18
CN(C)P(=O)(Nc1cccc2ccccc12)Nc1cccc2ccccc12	-5	-5	nt	88*	-1	-1	-3	-7	28	30	14
CCOc1cc(S(=O)(=O)NCCc2cccc(C)c2)c(OCC)cc1-n1cnnn1	-17	-5	-4	-16	2	-3	2	-13	24	16	21
COc1cccc(/C=C/C(=O)c2cccc([N+](=O)[O-])c2)c1OC	-8	-6	-6	-3	6	-2	12	-15	7	45	22
Cc1ccc(C)c(CC(=O)N2CCCC(c3cc(C(=O)NCc4cccnc4)no3)C2)c1 (configuration not stated)	-8	-10	nt	17	nt	-2	3	3	8	2	-7

Part of the list above, reformatted:
molecule,NR2E3 ag-1,CaV13 ICDI inh,TRPM1 prom inh,Shn3 inh set2,NR2E3 ag-2,Vif imaging,PDI inh,KKLEB cytotox,HIF-2a inh,Peg3 promoter,CF NFkB block
C/C(=N\NC(=O)c1ccoc1C)c1ccccc1O,-162,-2,-22,10,2,7,-1,1,-217,-140,-4
O=C(COC(=O)c1cnccn1)c1ccc(OC(=O)c2ccccc2)cc1,-3,-5,-10,-18,0,-2,-2,-10,-2,-34,3

Other entries.
SMILES	NR2E3 ag-1	CaV13 ICDI inh	TRPM1 prom inh	Shn3 inh set2	NR2E3 ag-2	Vif imaging	PDI inh	KKLEB cytotox	HIF-2a inh	Peg3 promoter	CF NFkB block
CC1(C)CC(=O)/C(=C(\O)Cc2ccccc2)C(=NCCCCCC(=O)O)C1	2	-3	4	-4	2	-15	4	-6	18	4	-2
CC(=O)c1c[nH]c(C(=O)NCc2ccccc2Cl)c1	-10	-18	12	9	0	-1	-4	0	13	5	-23
Cc1ccc(C)c(NC(=O)CCN2CCOCC2)c1	4	-5	3	1	-2	-3	3	-2	12	2	-12
CCCc1cc(NC(=O)COC(=O)c2nccnc2N)n(-c2ccccc2)n1	-21	-17	-11	-13	-1	35	-2	-6	-18	-1	2
Cc1ccc(S(=O)(=O)CC2CSc3nc4ccccc4n32)cc1 (configuration not stated)	74*	-7	13	90*	-1	-22	9	14	1	14	-2
CC(=O)Nc1sc(-c2ccccc2)nc1-c1ccccc1	0	-1	-2	-2	3	-5	3	-8	-35	11	-20
C=CCc1cccc2cc(C(=O)N3CCN(C(=O)c4ccco4)CC3)c(=O)oc12	1	-11	4	13	4	10	-6	-8	7	-19	18
CC(=O)Nc1ccccc1OCC(=O)NC(C)c1ccccc1 (configuration not stated)	-17	7	11	8	-4	-3	11	8	7	1	-14
CCc1ccccc1Oc1ccc(S(=O)(=O)N2CCN(C)CC2)cn1	-8	-4	-20	-11	-6	-1	1	-31	-68	-91	5
O=C(CNC1CCCCC1)Nc1cccc(C(F)(F)F)c1	-5	-5	-6	0	-6	15	-100	-4	0	-8	6
Cc1ccccc1NS(=O)(=O)c1nnc(NC(=O)c2ccccc2C)s1	19	-3	nt	-5	0	-4	nt	1	24	10	-22
NC(=S)N/N=C/c1ccc([N+](=O)[O-])cc1	8	0	4	2	5	-4	-2	6	10	-4	-6
C[C@@H]1CN([C@@H](C)CO)C(=O)CCCn2nncc2CO[C@@H]1CN(C)S(=O)(=O)c1ccc(C#N)cc1	5	-7	nt	-14	nt	nt	2	10	4	-6	-46
Cc1cc(C(=O)CSc2nc(N)cc(N)n2)c(C)n1-c1cccc(F)c1	-30	-6	-2	14	1	-9	1	-10	-64	-165	7
CCN(CC(=O)Nc1cccc(OC)c1)C(=O)C1CC(=O)N(Cc2ccccc2Cl)C1 (configuration not stated)	-15	-12	nt	-6	nt	nt	3	12	8	7	-11
Cc1cc(Cl)ccc1OCC(=O)Nc1ccc(CN2CCOCC2)cc1	-18	-10	4	9	nt	-9	-18	-9	2	9	15
O=C(N/N=C/c1ccccc1O)C(=O)N1CCCCCC1	6	-8	-18	14	-1	-5	1	-8	-29	-7	9
CCOc1ccc(Nc2oc(-c3cccs3)nc2C#N)cc1	-46	-6	-46	-55	3	16	-8	10	-132	-83	8
CCN(c1ccc(NC(=O)CCc2nc3sc4c(c3c(=O)[nH]2)CCCC4)cc1)C(C)C	-1	-6	0	1	0	-2	11	-2	5	11	4
O=C(c1ccc(NC2=NC3CS(=O)(=O)CC3S2)cc1)N1CCc2ccccc2C1 (configuration not stated)	-5	-6	-14	5	3	9	9	-10	5	-1	8
CCOC(=O)C(C#N)=C1CCN(Cc2ccccc2)CC1	-5	-4	-4	14	-4	nt	2	8	18	-1	-1
CCC(=O)c1ccc(OCC(O)CN2CCN(S(=O)(=O)N3CCCCC3)CC2)cc1 (configuration not stated)	-4	-6	2	-5	0	-9	2	16	11	10	-26
O=C(NCCN1CCOCC1)c1cnn2c(-c3ccccc3)cc(-c3ccccc3)nc12	15	-5	-25	13	-3	-3	-5	-9	-17	46	-41
C[C@@H](CSc1ccccc1)CN1CC[C@H](NC(=O)OCc2ccccc2)CCC1=O	28	-9	0	-1	-1	-5	11	-6	0	16	-17
CN(C)c1ccc(Nc2nc(N)c([N+](=O)[O-])c(N3CCOCC3)n2)cc1	25	-2	-3	31	-6	-7	6	-10	-23	52*	16
COc1ccc(S(=O)(=O)N2CCOC2CNC(=O)C(=O)NCCc2ccccc2OC)cc1C (configuration not stated)	-9	-3	nt	29	4	2	nt	-10	3	19	6
O=C(CCNS(=O)(=O)c1ccccc1F)NCc1ccc2c(c1)OCO2	-6	nt	-1	-38	-3	11	-5	2	6	-1	9
CC(C)(C)OC(=O)NCc1ccc(NC(=O)c2nc[nH]c2C(=O)NCCCCNC(=O)c2[nH]cnc2C(=O)Nc2ccc(CNC(=O)OC(C)(C)C)cc2)cc1	15	nt	32	23	nt	9	-5	-34	1	93*	77*
